MEX-5 binding – MEX-5 zinc finger RNA-binding disruptors – biochemical, C. elegans, fluorescence polarization, MLPCN library, primary screen. AID 1832, 2009. MEX-5/FITC-TCR2 RNA binding; active compounds read low. Zinc finger protein mex-5 (Caenorhabditis elegans), Q9XUB2. activity score (negative = inhibition of binding), % at 10 µM. actives 0.38% (n = 300,000);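 active = inhibition past about -25% in most replicates, and total fluorescence under double the plate's negative control median, limit read from the data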;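 note: 0% = DMSO and -100% = 5 µM competing unlabeled TCR2 RNA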
VLA-4 inh – inhibition in human VLA-4 binding assay, primary screen, VLA-4 allosteric modulator project, MLPCN library, flow cytometry, VLA-4 expressing cells; inhibition, % (about 7 µM as worked out from the volumes in the protocol); ligand binding flow cytometry; Integrin alpha-4 (Homo sapiens), P13612; actives 0.2% (n = 330,000); in the data active = inhibition above about 50%
GRK2 aptamer HTS – compounds blocking aptamer binding on GRK2 – biochemical, human GRK2, bead flow cytometry, HTS, primary screen | Beta-adrenergic receptor kinase 1 (Homo sapiens), P25098 | FAM-aptamer displacement from GRK2 | inhibition of aptamer binding, % at 10 µM | actives 0.59% (n = 330,000);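 active = inhibition of aptamer binding above 40%, roughly 3 SD of noise, on plates passing a quality check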;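 note: median bead fluorescence of bound FAM aptamer so fluorescent compounds give negative values; no value below 0 was filed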
MCL1-BIM inh – inhibitors of MCL1 binding to BIM-BH3, primary screen, biochemical, fluorescence polarization; Induced myeloid leukemia cell differentiation protein Mcl-1 (Homo sapiens), Q07820; GST-MCL1 / FITC-Bim-BH3 fluorescence polarization; inhibition, % at 10.9 µM; actives 0.68% (n = 320,000); AID 2057, 2009;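 active = inhibition above the mean inhibition of all tested compounds plus 3 SD, set per campaign, cut at about 40% in these data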;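 note: 0% = DMSO wells and 100% = unlabeled Bim-BH3 peptide control; higher means more loss of mP so more displacement of Bim peptide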
Target sequence (Q07820 whole entry, looked up): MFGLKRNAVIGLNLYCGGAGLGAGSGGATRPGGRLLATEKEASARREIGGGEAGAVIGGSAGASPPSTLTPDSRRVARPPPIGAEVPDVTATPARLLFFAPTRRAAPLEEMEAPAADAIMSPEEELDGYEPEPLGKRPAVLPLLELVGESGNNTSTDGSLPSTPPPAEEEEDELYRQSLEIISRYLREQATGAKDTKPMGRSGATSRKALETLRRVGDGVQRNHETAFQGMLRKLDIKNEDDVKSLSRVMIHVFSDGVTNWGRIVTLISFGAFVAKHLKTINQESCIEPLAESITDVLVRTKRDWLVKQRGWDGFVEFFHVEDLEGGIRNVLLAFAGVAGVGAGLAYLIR
Bcl-xL primary – inhibitors of human Bcl-xL, primary screen, biochemical, fluorescence polarization, HTS | actives 0.7% (n = 320,000) | Bcl-2-like protein 1 (Homo sapiens), Q07817 | inhibition, % at 10.9 µM | GST-Bcl-xL / FITC-Bim BH3 peptide fluorescence polarization;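 active = inhibition above the mean of all tested compounds plus 3 SD, cutoff set per campaign, cut at about 30% in these data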;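 note: 0% = DMSO wells and 100% = unlabeled Bim-BH3 peptide competitor; inhibitors lower millipolarization by displacing the labeled peptide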
Target sequence (Q07817 whole entry, looked up): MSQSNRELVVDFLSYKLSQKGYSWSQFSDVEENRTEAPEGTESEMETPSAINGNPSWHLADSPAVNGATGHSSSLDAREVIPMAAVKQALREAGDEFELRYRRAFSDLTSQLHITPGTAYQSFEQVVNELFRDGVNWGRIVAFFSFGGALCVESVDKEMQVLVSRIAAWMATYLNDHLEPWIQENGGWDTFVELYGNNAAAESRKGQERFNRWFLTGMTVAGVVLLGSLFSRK
Efflux pump mplx – inhibitors of Candida efflux pumps in yeast, primary screen, S. cerevisiae, Nile Red, multiplex | actives 0.44% (n = 330,000) | S. cerevisiae Candida pump triplex | inhibition, % at 10 µM | AID 485275, 2010;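 active = plate passing quality check with inhibition over a set limit, or well fluorescence over plate mean plus 4 SD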;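 note: Nile Red retained in pooled yeast measured as flow cytometry median fluorescence; 0% = buffer negative control and 100% = Enniatin B positive control; higher means more Nile Red kept so more efflux inhibition; some compounds called inactive have numbers as strong as hits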
Fam108B inh – mouse Fam108B serine hydrolase inhibitors, primary screen, counter-screen for RBBP9 inhibitor project, biochemical, fluorescence polarization; recombinant Fam108B, FP-Rh probe fluorescence polarization; inhibition, % at 9.51 µM; actives 0.33% (n = 300,000); AID 1947, 2009;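 active = inhibition above the screen mean inhibition plus 3 SD, computed separately per campaign, cut at about 18% in these data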;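 note: inhibitors lower polarization as less probe binds the enzyme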
PME-1 inh – PME-1 inhibitors via competitive probe labeling, primary screen, biochemical, fluorescence polarization, FP-Rh probe, HTS | actives 0.53% (n = 320,000) | recombinant PME-1 | AID 2130, 2009 | inhibition, % at 5.9 µM | Protein phosphatase methylesterase 1 (Homo sapiens), Q9Y570;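 active = inhibition above the campaign mean of all compounds plus 3 SD, cut at about 26% in these data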;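 note: competitive labeling of PME-1 active site by serine hydrolase directed probe; 0% = PME-1 with DMSO and 100% = wells lacking PME-1 enzyme; inhibitors block probe labeling so polarization falls and inhibition rises; many of its hits are not listed in these tables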
GLD-1 TGE inh – GLD-1/TGE RNA complex disruptors, primary screen, biochemical, fluorescence polarization; Female germline-specific tumor suppressor gld-1 (Caenorhabditis elegans), Q17339; purified GLD-1 + fluorescein TGE RNA; inhibition, % at 5.96 µM; actives 0.44% (n = 320,000);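 active = percent inhibition above a per-plate cutoff, the plate mean of test compounds plus 3 SD, cut at about 30% in these data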;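 note: 0% = DMSO wells with GLD-1 and probe and 100% = wells lacking GLD-1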
Target sequence (Q17339 whole entry, looked up): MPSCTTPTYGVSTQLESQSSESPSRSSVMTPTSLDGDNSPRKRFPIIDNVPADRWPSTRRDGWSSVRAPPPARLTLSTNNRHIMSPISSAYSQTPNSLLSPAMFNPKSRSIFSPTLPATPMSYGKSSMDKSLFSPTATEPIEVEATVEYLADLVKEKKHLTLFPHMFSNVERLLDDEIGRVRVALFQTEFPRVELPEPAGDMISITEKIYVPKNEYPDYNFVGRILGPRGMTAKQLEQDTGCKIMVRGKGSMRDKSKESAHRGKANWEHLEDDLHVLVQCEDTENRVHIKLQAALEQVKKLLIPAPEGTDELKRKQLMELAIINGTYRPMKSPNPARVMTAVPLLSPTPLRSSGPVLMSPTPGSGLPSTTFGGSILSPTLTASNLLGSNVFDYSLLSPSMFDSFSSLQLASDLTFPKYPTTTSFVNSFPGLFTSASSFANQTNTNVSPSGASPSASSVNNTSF
* marks the source's active call; other numbers are inactive results; / = no result given; & = joins results of further samples.

SMILES	MEX-5 binding	VLA-4 inh	GRK2 aptamer HTS	MCL1-BIM inh	Bcl-xL primary	Efflux pump mplx	Fam108B inh	PME-1 inh	GLD-1 TGE inh
Cc1ccc(S(=O)(=O)NCC(=O)OCC(=O)Nc2ccc(C)c(S(=O)(=O)N3CCOCC3)c2)cc1	/	-1	8	/	/	0.1	/	/	3
CCc1ccc(NC(=O)N(CCCN2CCOCC2)C(C)c2cc3cccc(OC)c3o2)cc1 (stereo not drawn)	-1.2	1	0	9	6	-0.1	-1	1	-3
O=C(CSc1nnc(-c2ccco2)o1)NC(=O)Cc1ccccc1	-0.4	5	1	7	8	0.0	-1	-5	1
COC(=O)c1ccc2[nH]cc(CCO)c2c1	2.8	0	1	1	6	-0.2	0	1	4
Cc1nc(NCC2CCCO2)nc2c1C(=O)CC(C)(C)C2 (stereo not drawn)	-3.2	-5	0	10	3	0.1	5	4	-2
Cc1ccc(SCC(=O)Nc2cccc(S(=O)(=O)N3CCOCC3)c2)cc1C	/	6	0	-5	0	-0.2	/	11	1
O=C(c1ccccc1)c1cccc[n+]1[O-]	2.2	1	10	0	6	-0.1	-2	0	3
COc1ccc(C)cc1S(=O)(=O)Nc1ccc2c(c1)OCCO2	-3.3	2	0	3	4	-0.2	4	7	-6
CCC1=NN(C(=O)Cc2ccc(OC)cc2)C(O)(C(F)(F)F)C1 (stereo not drawn)	0.4	15	2	5	5	0.0	1	0	8
Cc1ccc2[nH]c(=O)c(C3C(C#N)=C(N)Oc4c3ccc3cccnc43)cc2c1 (stereo not drawn)	1.6	10	5	44*	13	0.2	6	10	-1
CS(=O)(=O)N(CC(=O)O)c1ccc(Oc2ccccc2)cc1	0.5	0	0	7	1	0.0	-1	-6	-2
O=C(Nc1ccccc1Cl)c1ccc(=O)[nH]n1	0.0	23	0	9	2	-0.1	3	1	3
COc1ccc(NC(=O)CCn2c(=S)[nH]c3ccccc3c2=O)cc1OC	-0.2	11	4	4	3	0.0	2	2	-4
CCN(CC(=O)Nc1ccc2c(c1)CCC2)Cc1nc2ccccc2c(=O)[nH]1	1.6	-4	0	-7	-3	-0.2	-2	1	1
Cc1ccc(S(=O)(=O)N2CCCCC2)cc1NC(=O)COC(=O)c1ccc(=O)[nH]c1	/	5	3	2	1	0.1	/	11	3
CC(=O)Nc1ccc(OCC(O)Cn2c(C)nc3ccccc32)cc1 (stereo not drawn)	-0.1	8	0	-1	-1	0.1	-2	-4	6
O=C(Cn1c(Cc2ccccc2)nc2ccccc21)NCc1ccc2c(c1)OCO2	2.2	-16	3	-18	2	0.3	4	0	-5
O=C(COc1ccc(Cl)cc1)NCCN1CCCCC1	-2.6	7	0	6	3	0.0	-4	1	6
CC1CN(c2nc3c(c(=O)n(C)c(=O)n3C)n2Cc2c(F)cccc2Cl)CC(C)O1 (stereo not drawn)	1.9	-3	1	7	2	0.4	1	-1	0
C=CC[C@@H](Cc1ccc(F)cc1)C(=O)OC[C@@H]1CCCN1C(=O)[C@@H](CC=C)CC(=O)N[C@H](CO)Cc1ccccc1	/	3	0	/	/	0.3	/	/	1
COC(=O)[C@@H](NC(=O)N1CCC(C)CC1)C(C)C	-2.0	-4	2	0	-1	0.0	-12	-1	7
Cc1ccc(-c2cc(C(=O)Nc3nccs3)c3ccccc3n2)c(C)c1	1.0	-18	5	9	5	-2.9	-3	-11	11
COc1cc(OC)cc(C(=O)Nc2ccc([N+](=O)[O-])cn2)c1	-2.7	3	2	6	6	-0.2	3	0	2
CCCN1C2CCCC1CC(NC(=O)c1ccc(C(C)(C)C)cc1)C2 (stereo not drawn)	0.5	14	0	/	/	-0.1	/	/	/
COc1ccccc1-c1nc(NC(C)=O)n[nH]1	4.1	12	5	4	3	0.1	-1	3	4
Cc1ccc(OCC(=O)Nc2ccc(S(=O)(=O)Nc3ccccn3)cc2)c(C)c1	-0.3	20	0	-25	-18	-0.1	4	3	-1
Cc1nn(CCc2n[nH]c(=S)n2C)c(C)c1Br	2.8	-4	2	1	-4	-0.1	-4	-3	8
CCN(CC)S(=O)(=O)c1cccc(-c2n[nH]c(=S)n2Cc2ccccc2)c1	1.5	-6	0	-21	-22	-0.3	-5	3	4
O=C(Nc1nc2ccccc2[nH]1)c1cccc(Cl)c1	1.2	2	1	7	-2	0.0	-2	-9	3
N=c1c(C(=O)NC2CCCCC2)cc2c(=O)n3ccccc3nc2n1CC1CCCO1 (stereo not drawn)	-9.5	3	7	31	20	-0.1	-1	0	5
OCC[C@@H]1C[C@H](O)[C@@H](O)[C@]2(OCc3ccccc32)O1	2.1	-3	0	1	3	-0.1	2	7	12
Cc1cc(NC(=O)CSCC(=O)Nc2ccccc2N2CCCCC2)no1	4.4	23	0	4	3	0.1	0	2	-4
COc1ccc2cc(C(=O)NCc3ccccc3CN3CCCC3)ccc2c1	/	12	0	-1	-1	-0.1	/	-5	-5
O=C(CN1CCCC1c1ccc2c(c1)OCCO2)NC(=O)Nc1ccccc1 (stereo not drawn)	/	10	2	-4	-3	0.2	/	-2	2
O=C(COC(=O)c1ccc(O)cc1)Nc1cccc(S(=O)(=O)NC2=NCCCCC2)c1	-0.8	24	0	-6	0	0.1	-2	-3	4
O=C(CSc1ccc([N+](=O)[O-])cn1)Nc1ccc(N2CCOCC2)cc1	-0.2	-7	0	3	3	0.3	3	4	-3
Cc1cccc2sc(NC(=O)c3ccc(Cl)s3)nc12	0.1	17	3	5	1	0.5	-10	-9	-7
COC(=O)c1ccc(N2CC3CNC(=O)C2(C(=O)OC)N3C)cc1 (stereo not drawn)	/	17&-6	5&0	/	/	-0.5&-0.2	/	/	6&4
c1ccc2oc(SCc3nc4ccccc4s3)nc2c1	1.8	-11	0	-31	-21	-0.1	-7	-3	-3
COc1ccc(CN2CCC(=O)N([C@H](CO)CC(C)C)CC2)cc1OC	-3.4	22	0	3	3	-0.1	5	2	5
CC(Sc1nncs1)C(=O)Nc1ccc2c(c1)OCCO2 (stereo not drawn)	5.6	11	0	1	4	0.0	3	8	8
Cc1cccc(C(=O)Nc2ccc(C(=O)Nc3ccc(O)cc3)cc2)c1	0.5	4	1	8	7	-0.2	-8	-2	-7
CCSc1ccccc1-c1nc(-c2ccncc2)no1	2.3	-73	1	0	5	-0.1	5	-3	0
O=C(Cn1cnc2c(nnn2-c2cccc(Cl)c2)c1=O)N1CCOCC1	1.3	0	2	4	-1	0.1	-2	-1	4
Cc1nc2ccc(S(=O)(=O)N(C)CC(=O)N3CCc4ccccc43)cc2s1	1.1	15	2	-7	-3	0.0	2	-1	4
Cc1ccc(C(CNC(=O)C(=O)Nc2ccc3c(c2)OCCO3)N2CCN(C)CC2)cc1 (stereo not drawn)	0.9	3	3	5	3	0.0	-1	-3	1
CN1CCN(C(=O)c2ccc(S(=O)(=O)Nc3ccccc3)cc2)CC1	/	41	1	7	4	-0.3	/	-2	-4
COc1ccc(NC(=O)CSc2n[nH]c(=O)n2C2CC2)cc1OC	/	12	4	-9	-5	-0.1	/	3	5
C=C(C(=O)c1ccccc1)C(CC(=O)c1ccccc1)c1ccccc1 (stereo not drawn)	-0.8	-12	3	-5	-5	0.1	-7	-12	3
CCCCCC(=O)Nc1ccc(N2CCN(C(=O)c3ccccc3)CC2)cc1	-3.7	-14	0	8	5	-0.1	4	1	1
O=C(NCc1ccco1)c1cnn2c(C(F)F)cc(-c3ccccc3)nc12	-0.3	0	24	-1	1	0.1	0	-1	-3
CCOC(=O)N1CCC(NC(=O)CS(=O)Cc2nc(-c3ccc(OC)c(OC)c3)oc2C)CC1 (stereo not drawn)	1.2	-19	0	0	0	0.5	-2	-4	6
CCOc1ccc(S(=O)(=O)NCCC(=O)OCC(=O)c2ccc(NC(C)=O)cc2)cc1	1.3	-7	0	-1	4	-0.1	5	-3	6
COc1ccc(S(=O)(=O)N(C)c2ccc(C(=O)N3CCC(C(N)=O)CC3)cc2)cc1OC	-1.2	-6	2	6	8	0.1	11	2	1
O=C1CC2(CCCCC2)Oc2ccc(Cl)cc21	-1.0	-4	0	-5	-1	0.2	1	-5	-1
COC(=O)C(C(=O)Nc1cc(C)on1)C1CCCCCC1 (stereo not drawn)	-0.1	20	4	2	4	0.0	-3	2	-1
Cc1ccc(CSCCC(=O)NCCc2ccc(Cl)cc2)cc1	2.0	14	1	3	2	-0.1	-3	0	3
COC(=O)CN1C(=O)COc2ccc(S(=O)(=O)NCc3ccc(Cl)cc3)cc21	1.3	6	1	-2	-3	-0.1	-1	1	4
Clc1ccc(CN2CCN(/N=C/c3ccco3)CC2)cc1	0.1	0	2	4	6	0.0	5	-3	2
O=C(CNc1ccccc1)N/N=C/c1cc([N+](=O)[O-])ccc1N1CCCC1	-0.3	-11	22	9	10	0.0	4	-1	7
Further entries
SMILES	MEX-5 binding	VLA-4 inh	GRK2 aptamer HTS	MCL1-BIM inh	Bcl-xL primary	Efflux pump mplx	Fam108B inh	PME-1 inh	GLD-1 TGE inh
O=C(Nc1ccc(N2CCCC2=O)cc1)c1cncc(Br)c1	2.8	10	4	-5	-2	0.1	0	-2	-6
COc1ccc(C(=O)c2c[nH]c(C(=O)N=CN(C)C)c2)cc1	0.3	3	3	0	2	-0.4	3	0	12
O=C(CCCc1cccs1)Nc1ccc2c(c1)OCO2	0.2	18	0	-2	2	0.1	-4	8	4
Clc1ccc(Cc2ccc(Cl)nn2)c(Cl)c1	-0.9	-9	1	6	4	0.0	3	-2	3
COc1ccc(NC(=O)[C@H](COCc2ccccc2)NC(=O)OC(C)(C)C)cc1	0.6	7	0	-5	1	0.1	-2	-6	10
CC1CCCN(C(=O)c2ccc(Br)c(S(=O)(=O)N3CCOCC3)c2)C1 (stereo not drawn)	/	-2	1	-1	3	-0.1	/	-6	1
Cc1ccc(OCCN2C(=O)c3ccccc3C2=O)cc1	4.1	/	0	2	2	0.0	3	-1	-7
S=c1[nH]nc(COc2ccccc2)n1/N=C/C(Cl)=C/c1ccccc1	1.6	4	0	-18	-17	-0.1	1	8	8
CCN(CC(=O)NCc1ccc(Cl)cc1)C(=O)COc1ccc(Cl)cc1Br	-2.2	-3	0	-1	2	-0.1	-4	4	5
COc1ccc(NC(=O)CSc2nc3ccccc3nc2N2CCCC2)cc1	-1.4	-9	1	-2	-1	0.0	-1	-3	4
COc1ccc(NC(=O)CS(=O)c2ccc(F)cc2)cc1 (stereo not drawn)	-2.3	2	0	-2	0	-0.1	-2	1	1
COc1ccc(CNC(=O)[C@H](Cc2c[nH]c3ccccc23)NC(C)=O)cc1OC	-0.6	5	1	-2	0	0.1	-4	-4	-7

Screening data as filed in PubChem BioAssay.

Not all compounds are listed. The share of hits here may be higher or lower than overall.
